From PubChem
esBAF inh: inhibitors of esBAF chromatin remodeling in mouse ES cells | Bmi1-luciferase knock-in reporter, 24 h; 100% = twice the neutral-well signal | AID 602393 | 350,000 compounds, 2% hits | reporter increase, % at 12.5 µM; in the data active = activation above about 40%;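 also: 0% = median of the plate's neutral control wells and 100% = double that signal; a rise in the Bmi1 reporter signal indicates esBAF inhibition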
RAD52 inh: blocks human RAD52 DNA annealing. recombinant RAD52 DNA annealing, FRET fluorescence. 360,000 compounds, 0.46% hits. inhibition, % at 18.7 µM;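 active = every replicate showing at least 50% inhibition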
Target sequence (P43351 whole entry, looked up): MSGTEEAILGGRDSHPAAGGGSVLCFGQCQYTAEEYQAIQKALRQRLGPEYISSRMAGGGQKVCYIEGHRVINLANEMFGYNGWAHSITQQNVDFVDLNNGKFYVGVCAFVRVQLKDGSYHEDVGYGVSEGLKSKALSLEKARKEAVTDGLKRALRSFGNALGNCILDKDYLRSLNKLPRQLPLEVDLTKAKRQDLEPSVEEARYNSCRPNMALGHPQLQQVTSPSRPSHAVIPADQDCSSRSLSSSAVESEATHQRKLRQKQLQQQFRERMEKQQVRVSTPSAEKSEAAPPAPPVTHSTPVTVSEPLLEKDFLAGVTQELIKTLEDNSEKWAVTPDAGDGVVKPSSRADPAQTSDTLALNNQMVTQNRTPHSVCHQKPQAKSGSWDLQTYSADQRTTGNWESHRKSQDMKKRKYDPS
ERp5 inh: blocks human ERp5 reductase activity on insulin; ERp5 insulin aggregation, absorbance 650 nm, 90 min; inhibition, % at 9.99 µM; 350,000 compounds, 0.05% hits;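 active = mean replicate inhibition above about 25%, with every replicate also reaching it, limit read from the data, passing the limit was not always enough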
Target sequence (Q15084 whole entry, looked up): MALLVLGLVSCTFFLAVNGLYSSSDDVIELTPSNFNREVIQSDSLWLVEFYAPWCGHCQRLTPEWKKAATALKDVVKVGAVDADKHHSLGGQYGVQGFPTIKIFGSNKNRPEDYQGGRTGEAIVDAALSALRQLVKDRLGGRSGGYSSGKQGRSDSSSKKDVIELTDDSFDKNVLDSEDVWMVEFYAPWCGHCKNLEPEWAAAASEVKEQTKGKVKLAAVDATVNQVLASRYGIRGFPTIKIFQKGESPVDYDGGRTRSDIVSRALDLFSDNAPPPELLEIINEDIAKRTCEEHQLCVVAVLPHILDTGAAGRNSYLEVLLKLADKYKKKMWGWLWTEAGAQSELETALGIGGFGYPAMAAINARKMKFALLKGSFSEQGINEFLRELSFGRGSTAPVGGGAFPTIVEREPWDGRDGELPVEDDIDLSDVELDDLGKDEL
XiGFP reactiv: reactivates the inactive X chromosome in mouse fibroblasts; XiGFP mouse fibroblasts, % GFP-positive cells imaging, 3 d; cells co-treated with 5-aza-dC sensitizer; scaled so ellipticine positive control = 100%; activation, % at 7.58 µM; AID 743238; 360,000 compounds, 0.055% hits;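 active = mean normalized replicate activation at least 10% and every replicate at or above 10%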;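 also: 0% = median of on-plate neutral control wells and 100% = ellipticine 6 µM median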
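Schedule: 3 d treatment, 15 min room-temperature fixation; system: 68-5-11 XiGFP fibroblast line; buffer or medium: DMEM plus 5-aza-dC sensitizer; control set: ellipticine 6 µM positive control; compound: one concentration, pinned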
S100A4 MyoIIA: blocks human S100A4 binding to myosin IIA peptide | S100A4/TAMRA-MyoIIA peptide fluorescence polarization | AID 652163 | 360,000 compounds, 0.14% hits | inhibition, % at 10.7 µM;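 active = mean inhibition of at least 70% across replicates, with every replicate also reaching that level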
Target sequence (P26447 whole entry, looked up): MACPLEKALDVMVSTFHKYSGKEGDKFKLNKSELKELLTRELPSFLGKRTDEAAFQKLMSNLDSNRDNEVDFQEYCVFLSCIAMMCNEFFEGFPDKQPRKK
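Test system: S100A4 monomer protein; Medium: HEPES pH 7.2 with CaCl2, KCl, NaCl, DTT, Triton; Probe or stimulus: TAMRA-labelled myosin IIA heavy-chain peptide probe, 5 nM; Doses: one dose per compound; Times: polarization read 5 min after assay mix addition, stable 5–60 min; Benchmarks: neutral control DMSO, positive control TFP.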
RAD54 inh: RAD54 (human) branch migration inhibition. Q92698. RAD54 Holliday junction branch migration, FAM/BHQ fluorescence. inhibition, % at 10.4 µM. 360,000 compounds, 0.14% hits. AID 602329;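 active = mean normalized replicate activity at least 40 and at least half of replicates scoring 40 or more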;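 also: 0% = median of neutral control wells and 100% = median of positive control wells; inhibitors cause a drop in the FAM fluorescence signal; in these data hits start at about 50%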
E-selectin induc: induces E-selectin expression in human endothelial cells; HUVEC E-selectin immunofluorescence imaging; normalized: neutral wells 0, TNF-alpha wells 100; activation, % at 7.58 µM; 260,000 compounds, 0.37% hits; AID 686992;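 active = mean E-selectin-positive cell signal at least 10% of the positive control, reached in at least 60% of replicates, without over 20% cell loss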;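 also: in these data hits start at about 27%; measured in HUVEC primary endothelial cells; signal is the percent of cells scored E-selectin positive by PE staining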
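Read-out: % PE-positive cells | Test system: HUVEC | Doses: One compound dose added by pin transfer | Buffer or medium: EGM-2 over gelatin coat | Signal: Immunofluorescence imaging | Benchmarks: TNF-alpha, DMSO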
ERAP1 inh: inhibitors of human ERAP1 aminopeptidase | recombinant ERAP1, Leu-AMC fluorescence, 60 min | inhibition, % at 10.7 µM | 340,000 compounds, 0.15% hits | AID 652197;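 active = mean replicate inhibition of at least 30%, or all replicates individually reaching that 30% level; inactive = mean below 30% and not every replicate reaching it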;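 also: 0% = neutral control wells and 100% = L-leucinethiol positive control wells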
Starred values were filed as active, the others as inactive; i = inactive; nt = not tested or not shown.

SMILES | esBAF inh | RAD52 inh | ERp5 inh | XiGFP reactiv | S100A4 MyoIIA | RAD54 inh | E-selectin induc | ERAP1 inh
O=C(C[C@@H]1C=C[C@@H](NC(=O)c2ccccn2)[C@H](CO)O1)NCc1cc(F)cc(F)c1 | 3 | -22 | 3 | -0.2 | -1 | 8 | 0.2 | nt
Cc1ccccc1CN(C)CCS(=O)(=O)c1cc(Cl)ccc1Cl | -15 | -3 | -1 | -0.1 | -3 | -3 | 0.2 | 1
Fc1cccc(Cc2noc(CN3CCSCC3)n2)c1 | nt | -14 | -3 | 0.0 | -8 | nt | 3.2 | 3
COc1cccc(OCC(=O)NC2CCCCC2)c1 | 14 | 5 | 5 | nt | 9 | nt | nt | -9
NC(=O)c1ccc(NC(=O)COc2coc(CN3CCc4ccccc4C3)cc2=O)cc1 | 3 | -30 | -7 | -0.1 | -8 | -4 | nt | -1
Cn1cc(S(=O)(=O)N2CCN(c3ccc(F)cc3)CC2)c(=O)n(C)c1=O | -1 | 2 | -3 | 0.1 | 0 | 6 | nt | 3
O=c1cc2oc3cc(O)c(O)cc3c(-c3ccccc3[N+](=O)[O-])c-2cc1O | -77 | 0 | 3 | 0.0 | -2 | -2 | 0.4 | -6
N#CCc1ccnc2ccccc12 | 0 | -13 | 4 | 0.1 | -19 | -5 | -0.2 | -2
CCC(C)[C@H](NS(=O)(=O)c1ccc(F)cc1Br)C(=O)OC (some centres not stated) | -3 | -5 | -4 | -0.1 | -1 | -3 | -0.4 | 2
O=[N+]([O-])c1cccc(CN2CCN(S(=O)(=O)Cc3ccccc3)CC2)c1 | -2 | -13 | 0 | 0.0 | -3 | 5 | nt | 1
CNC[C@H]1OCCCC[C@H](C)Oc2ccc(NC(=O)Nc3ccc4c(c3)OCO4)cc2C(=O)N([C@@H](C)CO)C[C@@H]1C | -4 | -47 | -3 | 0.1 | 3 | -1 | 0.0 | 5
CCCN1C[C@H](C)[C@@H](OC)CN(C)C(=O)c2cc(NC(=O)C3CCC3)ccc2OC[C@@H]1C | 9 | nt | nt | -0.3 | nt | 2 | -0.1 | nt
Cc1ccc(CNCCCn2cnc3c(OCc4ccccc4)ncnc32)o1 | -1 | -28 | 3 | -0.1 | 3 | -1 | 0.0 | 12
CC(C)c1ccc(C=NNc2ccc([N+](=O)[O-])cn2)cc1 | nt | -8 | 0 | 0.0 | -3 | 8 | 0.2 | -1
CCNC(=S)NC(=NCc1cccnc1)Nc1nc(C)cc(C)n1 | 4 | i | 11 | 0.3 | -5 | 2 | nt | 0
Cc1cccc(-n2ncc3c2CCCC3NC(=O)CCc2ccncc2)c1C (configuration not stated) | -11 | -16 | 0 | 0.1 | -13 | -14 | nt | -3
CCCC(=O)C1=C(O)C(C(=O)OC)C(C)(C)CC1=NCc1ccccc1 (configuration not stated) | -3 | 3 | 1 | 0.1 | 0 | -6 | 0.9 | -1
CCOc1ccc2nc(N/C(N)=N/S(=O)(=O)c3ccc(C)cc3)nc(C)c2c1 | 3 | -26 | -4 | 0.0 | -4 | -6 | -0.5 | 0
Cc1ccccc1CN(C)C[C@@H]1OCc2cn(nn2)CCCC(=O)N([C@@H](C)CO)C[C@@H]1C | -2 | -9 | 1 | 0.6 | 7 | 0 | 0.1 | 4
O=[N+]([O-])c1ccc(-n2nnnc2CN2CCCCC2)cc1 | -9 | -5 | 4 | 0.0 | 1 | 5 | nt | 7
COCCNC(=O)C1CCN(C(=O)c2cc3sccc3n2Cc2ccc(F)cc2)CC1 | nt | -7 | -2 | 0.1 | -4 | nt | nt | 0
CC1CCc2sc(C(=O)NC3CCN(Cc4ccccc4)CC3)cc2C1 (configuration not stated) | -16 | -6 | -1 | 0.2 | -1 | -10 | nt | 0
COCCNC(=O)c1cn(C)c2ccc(S(=O)(=O)N3CCCC3)cc2c1=O | -3 | -8 | 3 | 0.0 | -5 | -2 | nt | 4
C[C@@H]1CN([C@@H](C)CO)C(=O)c2cc(NS(=O)(=O)c3ccc(F)cc3)ccc2O[C@H]1CN(C)C | -4 | -11 | 4 | 0.1 | 1 | -9 | 0.1 | -2
Cn1cnc([N+](=O)[O-])c1S(=O)(=O)Oc1cccc2ccccc12 | nt | 6 | 8 | 1.8 | 1 | -5 | -0.5 | 5
COc1cccc(Oc2c(C)oc3c(CN4CCCCC4)c(O)ccc3c2=O)c1 | 25 | 2 | 3 | 0.4 | 3 | 9 | -0.3 | 6
COc1ccc(C(=O)NCCCCNC(=O)c2ccc(OC)c(OC)c2)cc1OC | 3 | -4 | 0 | -0.1 | 4 | -2 | nt | 0
CCCNC(=O)N(C)C[C@H]1Oc2cc(-c3ccc(C)cc3)ccc2S(=O)(=O)N([C@@H](C)CO)C[C@@H]1C | -1 | 10 | -2 | 0.1 | -4 | -9 | -2.4 | -1
O=C(Cc1ncc(C(F)(F)F)cc1Cl)NCCc1ccccn1 | nt | -11 | -4 | 0.0 | -1 | nt | -0.6 | -1
C[C@@H]1CN([C@@H](C)CO)C(=O)c2cc(NC(=O)C3CCCCC3)ccc2O[C@@H](C)CCCCO[C@H]1CN(C)Cc1ccc(Cl)c(Cl)c1 | 4 | 4 | 0 | -0.1 | -2 | 7 | -0.1 | -1
COc1cc(C#N)c(NC(=S)N2CCN(C(=O)c3ccco3)CC2)cc1OC | nt | -3 | -5 | 0.0 | 0 | nt | -0.1 | 3
Cn1c(=O)c2c(nc(Sc3ncnn3CC(=O)NC3CCCCC3)n2C)n(C)c1=O | nt | -2 | 4 | 0.0 | 0 | nt | 2.8 | 1
CC(=O)c1ccc(NC(=O)C2CC(=O)Nc3nc4ccccc4n32)cc1 (configuration not stated) | -7 | -9 | -4 | 0.0 | -1 | 2 | 4.9 | 0
C[C@@H]1NC(=O)N[C@@H]1CCCCCC(=O)O | -7 | -10 | 4 | 0.3 | -3 | 14 | 0.1 | 0
OC(c1ccc(F)c(F)c1)c1nc(-c2cncnc2)cs1 (configuration not stated) | -9 | -18 | 2 | 0.9 | -7 | 2 | 0.0 | 0
C/C(=N\NC(=O)C1(C)NC(C)(C)Cc2ccccc21)c1ccccc1 (configuration not stated) | nt | -19 | 1 | 0.0 | -7 | nt | nt | 3
COCCCNC(=O)c1ccc2c(=O)n(Cc3ccc(Cl)cc3)c(=S)[nH]c2c1 | 8 | -9 | -4 | 0.1 | 7 | -10 | 49* | -7
CCCCN1C(=O)c2ccc(C(=O)OCC(=O)NCCc3ccc(S(N)(=O)=O)cc3)cc2C1=O | 1 | -11 | 2 | -0.1 | -4 | -10 | -0.1 | 1
O=C(C[C@H]1CC[C@@H]2[C@H](COC[C@H](O)CN2C(=O)Nc2cc(Cl)cc(Cl)c2)O1)N1CCOCC1 | -3 | -7 | 2 | 0.2 | 15 | 9 | 0.1 | -4
COc1ccc(/C=C/C(=O)CCC(=O)O)cc1 | 4 | -19 | 0 | 0.0 | 0 | nt | nt | -3

Four entries drawn at random from those above:
SMILES | esBAF inh | RAD52 inh | ERp5 inh | XiGFP reactiv | S100A4 MyoIIA | RAD54 inh | E-selectin induc | ERAP1 inh
COc1ccc(/C=C/C(=O)CCC(=O)O)cc1 | 4 | -19 | 0 | 0.0 | 0 | nt | nt | -3
Cc1cccc(-n2ncc3c2CCCC3NC(=O)CCc2ccncc2)c1C (configuration not stated) | -11 | -16 | 0 | 0.1 | -13 | -14 | nt | -3
O=[N+]([O-])c1ccc(-n2nnnc2CN2CCCCC2)cc1 | -9 | -5 | 4 | 0.0 | 1 | 5 | nt | 7
CCC(C)[C@H](NS(=O)(=O)c1ccc(F)cc1Br)C(=O)OC (some centres not stated) | -3 | -5 | -4 | -0.1 | -1 | -3 | -0.4 | 2

The listing continues.
SMILES | esBAF inh | RAD52 inh | ERp5 inh | XiGFP reactiv | S100A4 MyoIIA | RAD54 inh | E-selectin induc | ERAP1 inh
CC(OC(=O)CCN=C1NS(=O)(=O)c2ccccc21)C(=O)Nc1ccc(F)c(F)c1F (configuration not stated) | 0 | 1 | 6 | 0.0 | -2 | 0 | 0.2 | -3
CC(C)(CO)NCc1ccc(Br)cc1 | nt | -17 | -7 | 0.6 | -2 | nt | nt | 3
Cc1ccc(Cn2c(=N)c(C(=O)NCCN3CCOCC3)cc3c(=O)n4ccccc4nc32)cc1 | -3 | 39 | 5 | 0.0 | -1 | 11 | 7.9 | -39
C[C@@H]1CCCCO[C@@H](CN(C)C(=O)c2ccccc2)[C@@H](C)CN([C@H](C)CO)C(=O)c2cc(NC(=O)CCCN(C)C)ccc2O1 | -2 | 4 | -6 | -0.2 | 3 | 12 | -0.1 | 1
CCCCSC(=S)NC1CCS(=O)(=O)C1 (configuration not stated) | nt | 1 | 1 | 0.0 | -2 | -6 | nt | 0
Cc1ccn2cc(-c3ccc(O)c(O)c3)nc2c1 | -52 | 30 | 1 | 0.1 | 5 | 19 | nt | 7
Cc1cc(NC(=O)CCC(=O)N(CC(=O)NC2CCCC2)c2ccc(F)c(Cl)c2)no1 | -1 | -3 | -3 | 0.2 | 1 | 2 | nt | 5
Cc1ccc(C)[n+](CC(=O)N2CCCCC2)c1 | nt | -3 | -2 | 0.1 | -2 | nt | nt | 3
CC1CCN(CCCNC(=O)c2cc3c(s2)-c2ccccc2OC3)CC1 | 9 | 27 | -14 | 0.2 | -9 | 26 | -0.1 | -29
O=C(CCN1CCCCC1)N[C@H]1CC[C@H](CCNS(=O)(=O)c2ccc(F)cc2)O[C@@H]1CO | 1 | 7 | -3 | -0.4 | 3 | 0 | 1.2 | 0
COc1cccc(C#CC2=CC(=O)C[C@H](c3ccc(F)cc3)C2)c1 | 7 | -11 | 0 | -0.1 | -2 | 1 | 0.1 | -1
O=C(CNS(=O)(=O)c1ccccc1)Nc1ccc2c(c1)OCO2 | nt | 5 | 4 | 0.0 | 1 | nt | 1.5 | -2
CCC(=O)OC1(C(C)=O)CCC2C3CCC4=CC(=O)CCC4(C)C3CCC21C (configuration not stated) | -15 | -2 | -7 | 0.1 | 8 | -6 | -3.1 | 1
O=S1(=O)CC(N2CCN(CC3CC3)CC2)CN1CCc1ccccc1 (configuration not stated) | -3 | -12 | 2 | nt | 19 | 2 | -1.5 | -4
O=C(NC[C@@H]1N[C@@H](CO)[C@H]1c1ccc(C2=CCCCC2)cc1)c1ccccc1 | -3 | nt | nt | 0.3 | nt | 1 | 0.1 | nt
CN(C)C(=O)C[C@H]1CC[C@H]2[C@@H](COc3ccc(NS(=O)(=O)c4cccc(F)c4)cc3C(=O)N2C)O1 | -1 | 0 | -4 | 0.1 | -1 | -4 | 0.1 | 2
CCN(CCCNC(=O)CN(C)S(=O)(=O)c1ccc2c(c1)CCC(=O)N2)c1cccc(C)c1 | -1 | -9 | -1 | nt | -3 | -20 | nt | 6
O=C1c2ccccc2C(=O)c2[nH]cnc21 | -4 | 5 | 3 | 0.5 | -1 | 5 | nt | 2
COC(=O)c1ccc(-n2c(C)cc(C(=O)COC(=O)CC3Sc4ccccc4NC3=O)c2C)cc1 (configuration not stated) | 9 | -24 | 2 | -0.1 | 33 | -7 | nt | -3
COc1cccc(S(=O)(=O)N[C@@H]2CC[C@H](CC(=O)NC3Cc4ccccc4C3)O[C@H]2CO)c1 | 1 | -1 | 0 | 0.3 | 10 | -1 | -0.1 | 0
C/C(=N\N1CCN(Cc2ccc(Cl)cc2)CC1)c1ccc([N+](=O)[O-])cc1 | nt | -9 | -1 | 0.4 | -12 | 15 | 1.3 | 0
C=CCc1cccc(CNc2c(C)cc(C)cc2C)c1O | nt | -2 | 3 | 0.2 | -9 | nt | -1.3 | 3
